EPAC2 antag: qHTS for Antagonist of cAMP-regulated guanine nucleotide exchange factor 2 (EPAC2): primary screen; Rap guanine nucleotide exchange factor 4 (Homo sapiens), Q8WZA2; Potency, µM (titrated, usually from 114 µM), for inactives: at the top dose activity, negative = inhibition, hits mostly inhibitors; hit rate 0.18% among 360,000; AID 720708, 2013; EPAC2 GEF exchange of Rap1B-BODIPY-GDP, fluorescence; further: on the % scale 0 is the no-effect control and ±100 the full control effect; nearly all actives have a fitted effect of over 45% in size; many of its hits are not listed in these tables
Target sequence (Q8WZA2 whole entry, looked up): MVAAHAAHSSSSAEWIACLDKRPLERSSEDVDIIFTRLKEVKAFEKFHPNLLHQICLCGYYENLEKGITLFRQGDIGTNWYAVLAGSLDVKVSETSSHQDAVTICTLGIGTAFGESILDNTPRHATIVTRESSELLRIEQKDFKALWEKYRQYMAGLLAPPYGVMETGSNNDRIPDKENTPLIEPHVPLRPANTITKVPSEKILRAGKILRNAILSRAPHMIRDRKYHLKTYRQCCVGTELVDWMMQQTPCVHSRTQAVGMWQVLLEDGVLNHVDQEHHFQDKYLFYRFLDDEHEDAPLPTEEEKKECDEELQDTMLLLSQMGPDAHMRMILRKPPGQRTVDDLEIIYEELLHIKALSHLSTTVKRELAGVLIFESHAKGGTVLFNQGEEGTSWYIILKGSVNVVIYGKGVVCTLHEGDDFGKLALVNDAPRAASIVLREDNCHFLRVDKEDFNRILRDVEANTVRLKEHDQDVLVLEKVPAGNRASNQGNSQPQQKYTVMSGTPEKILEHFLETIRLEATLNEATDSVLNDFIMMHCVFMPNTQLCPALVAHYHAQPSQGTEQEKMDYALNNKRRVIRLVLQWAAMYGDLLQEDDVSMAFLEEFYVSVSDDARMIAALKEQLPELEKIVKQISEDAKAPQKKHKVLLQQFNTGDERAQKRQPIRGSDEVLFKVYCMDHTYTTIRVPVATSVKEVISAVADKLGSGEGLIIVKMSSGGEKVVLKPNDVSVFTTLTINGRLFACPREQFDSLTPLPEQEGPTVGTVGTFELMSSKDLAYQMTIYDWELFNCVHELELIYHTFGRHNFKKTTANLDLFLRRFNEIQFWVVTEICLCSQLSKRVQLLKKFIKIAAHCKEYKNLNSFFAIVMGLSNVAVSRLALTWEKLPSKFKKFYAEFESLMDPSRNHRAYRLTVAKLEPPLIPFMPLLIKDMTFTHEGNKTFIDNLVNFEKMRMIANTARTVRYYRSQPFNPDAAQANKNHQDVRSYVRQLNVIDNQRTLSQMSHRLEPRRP
ATXN viability: Viability Counterscreen for Primary qHTS for Inhibitors of ATXN expression. S2 cells (HEK-293 line with an ATXN2-luciferase reporter) viability, CellTiter-Fluor protease fluorescence, 24 h. Potency, µM (doses to about 56.7 µM), usual class: cytotoxic. hit rate 0.49% among 400,000. AID 651635, 2014; further: nearly all actives have a fitted effect of over 40% in size
Nrf2 activator: qHTS of Nrf2 Activators; AREc32 ARE-luciferase reporter (MCF7-derived line), luminescence, 24 h; Potency, µM (top dose mostly 46.1 µM), for the others: at the highest dose activation, hits mostly activators; hit rate 0.31% among 410,000; further: % of control where 0% means no effect; nearly all actives have a fitted effect of over 65% in size
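Luminescent ARE reporter assay in AREc32_Fluc cells: overnight plating at 37 deg C, 24 hr compound incubation, Steady-Glo added, 30 min RT before reading.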
ATXN2 expr inh: Primary qHTS for Inhibitors of ATXN expression; HEK-293 ATXN2-luciferase reporter, luminescence, 24 h; Potency, µM (top dose mostly 57 µM), inactives show at the highest dose activity change, negative = inhibition, actives largely listed as inhibitors; hit rate 0.72% among 360,000; AID 1745845, 2022; further: on the % scale 0 is the no-effect control and ±100 the full control effect; nearly all actives have a fitted effect of over 55% in size
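ATXN2-luciferase reporter cells (luciferase flanked by upstream and downstream ATXN2 gene portions) were treated 24 h at 37 °C with compounds at up to 57 uM. SteadyGlo luminescence gave expression; GF-AFC fluorescence gave viability.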
Nrf2 inh: Nrf2 qHTS screen for inhibitors; A549 ARE-Fluc reporter, luciferase luminescence, 18-24 h; Potency, µM (highest dose often 46 µM), for inactives: at the top dose activity change, negative = inhibition, most hits filed as inhibitors; hit rate 2.1% among 360,000; AID 504444, 2011; further: on the % scale 0 is the no-effect control and ±100 the full control effect; nearly all actives have a fitted effect of over 60% in size
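Quantitative HTS in A549 cells stably bearing an antioxidant response element-firefly luciferase construct. Inhibition of Nrf2-driven transcription was scored by luminescence after 18-24 h of compound exposure at 37 °C.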
TGFb SMAD3 inh: qHTS for Inhibitors of TGF-b | HepG2 CAGA-GFP TGF-b/SMAD3 reporter, GFP fluorescence, 18 h; TGF-beta stimulated, 500 pg/mL final | Potency, µM (series often up to 46.1 µM), for the others: at the highest dose activity, negative = inhibition, most hits filed as inhibitors | hit rate 1.2% among 410,000 | AID 588855, 2011; further: on the % scale 0 is the no-effect control and ±100 the full control effect; nearly all actives have a fitted effect of over 65% in size
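TGF-beta reporter screen: HEPG2 CAGA-GFP, 1% FBS, 500 pg/mL TGF-beta final, 18 h; per-cell GFP summed per well; curves fitted and categorized by class.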
MCF10A rerep: A quantitative high throughput screen for small molecules that induce DNA re-replication in MCF 10a normal breast cells. MCF 10A DNA re-replication, Hoechst nuclear intensity, 48 h. Potency, µM (top dose mostly 46.1 µM), for the others: at the top dose activity, positive = re-replication, actives largely listed as activators. hit rate 2.9% among 350,000; further: % of control where 0% means no effect; nearly all actives have a fitted effect of over 50% in size
HepG2 tox: qHTS for Inhibitors of TGF-b: Cytotox Counterscreen | HepG2 CAGA-GFP viability, ATP luminescence, 18 h | Potency, µM (top dose mostly 46.1 µM), for inactives: at the top dose activity change, negative = cytotoxicity, actives largely listed as cytotoxic | hit rate 0.76% among 410,000; further: some results filed as inactive show a strong effect at the top dose
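CellTiter-Glo luminescence gave cytotoxicity after 18 hours at 37 degrees C. The cells were HepG2 CAGA-GFP in 1% FBS DMEM, stimulated with 500 pg/mL TGF-beta after compound addition. %Activity was normalised to no-cell wells (complete cell-killing) and DMSO (no toxicity), and curves were fitted and classified.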
A549 viability: Nrf2 qHTS screen for inhibitors: counterscreen for cytotoxicity. Potency, µM (top dose mostly 46 µM), without a hit: top-dose activity change, negative = cytotoxicity, usual class: inhibitors. hit rate 0.16% among 390,000. A549 ARE-Fluc cells, CellTiter-Fluor viability, 18-24 h; further: on the % scale 0 is the no-effect control and ±100 the full control effect
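A549 ARE_Fluc cells in 5% FBS OPTI-MEM were exposed to compounds in concentration-response for 18-24 h at 37 deg C. Viability was read by CellTiter-Fluor fluorescence (Ex 405/Em 525) after 30 min, before the luciferase read.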
Numbers without * were called inactive; i = inactive; ? = inconclusive; . = no result given; [ ] = remark or other dose. The call rests on the fitted dose curve; in most records, active means well fitted curve in the direction sought with a large enough effect; inconclusive means small, poorly fitted or top-dose-only effect, or another doubt; inactive means no such curve, though single readings can be large; an effect the other way counts as inactive or inconclusive. Potency means the concentration at half of the fitted maximal effect. This is a subset; rates above refer to the full screens.

SMILES	EPAC2 antag	ATXN viability	Nrf2 activator	ATXN2 expr inh	Nrf2 inh	TGFb SMAD3 inh	MCF10A rerep	HepG2 tox	A549 viability
CCCOc1ccc(OCCOCCNCc2ccccc2)cc1	4%	i	2.7%	-13%	13%	-8%	?	-47%	-2%
CCn1c(CN2CCOCC2)nc2cc(NC(=O)c3ccccc3[N+](=O)[O-])ccc21	.	?	-0.5%	-25%	6%	14%	.	-34%	0%
COc1ccnc2c1c(=O)n(Cc1ccc(Cl)cc1Cl)c(=O)n2C	-7%	?	-0.4%	-10%	9%	11%	2%	4%	2%
CN(C)c1ccc(/C=N/NC(=O)c2cc(-c3ccc4c(c3)OCO4)n[nH]2)cc1	7%	i	0.3%	22%	2%	-13%	5.8µM*	6%	-26%
CCOc1ccccc1NC(=O)CSc1ncnc2c1oc1ccccc12	8%	i	16%	-19%	?	1%	-1%	3%	-3%
CCN(C(=O)c1cnc2ccc(C)cn2c1=O)c1ccccc1	.	i	-0.9%	2%	13%	18%	.	2%	5%
CC1CCC(NC(=O)CN(C)S(=O)(=O)c2ccc3c(c2)CCC(=O)N3)CC1 (stereo not drawn)	6%	i	-0.2%	5%	-5%	-15%	1%	-1%	0%
CCN(CC)C(=O)C1CCN(C(=O)c2oc3ccc(C)cc3c2C)CC1	19%	i	-0.1%	3%	7%	19%	8%	-41%	-2%
Cc1cc(C)cc(NS(=O)(=O)c2ccc3c(c2)CCCN3C(=O)C2CCC2)c1	.	25µM*	-0.1%	?	.	?	.	-34%	-4%
CCOc1c(C(N)=O)cc([N+](=O)[O-])cc1[N+](=O)[O-]	1%	i	0.3%	.	?	15%	-1%	-4%	-13%
Cc1ccc(NC(=O)CSC(C)C(=O)OC(C)C(=O)NC2CCCCC2C)cc1 (stereo not drawn)	-23%	?	0.3%	.	-14%	-19%	1%	-14%	-3%
Cc1ccccc1NS(=O)(=O)c1cc(S(C)(=O)=O)ccc1Cl	1%	i	-0.3%	7%	-2%	-19%	-8%	0%	-5%
C=CCOC(=O)C(=O)/C=C/c1ccc2c(c1)Cc1ccccc1-2	-4%	i	?	-33%	-1%	-19%	?	-17%	0%
CSc1ccccc1NC(=O)CN(C)Cc1ccc(Br)cc1	-5%	i	0.6%	40%[activator]	?	6%	?	8%	0%
CCC1=C(OC(=O)N(CC)CC)N2C(=O)OC(=NCCc3c[nH]c4ccccc34)[C@]2(Cc2ccccc2)[C@H]2C1=CC[C@H]1C(=O)NC(=O)[C@H]12	-16%	?	-1.7%	?	?	?	?	-55%	-29%
CCOc1ccc2c(c1)c(=O)c(S(=O)(=O)c1ccc(Cl)cc1)cn2Cc1ccccc1C	.	i	-0.1%	-6%	-5%	?	.	0%	3%
CC(C(=O)NCc1cccs1)n1cccc1 (stereo not drawn)	12%	i	-0.4%	9%	12%	-1%	3%	-1%	-1%
CSc1ccccc1C(=O)NCc1cccnc1	3%	i	0.1%	-2%	-3%	5%	4%	-3%	3%
COc1ccc(CC(=O)Nc2nc(OCC(F)(F)F)cnc2-c2ccc(Cl)cc2Cl)cc1	-15%	i	-0.1%	-10%	.	?	.	-18%	.
Cc1cc(Br)c2c(c1)=C(c1sc(N3CCCCCC3)nc1O)C(=O)N=2	16%	i	8.3%	2%	?	-6%	-2%	3%	1%
COc1ccc(N2CCN(CCCNC(=O)C(=O)c3c(C)n(C)c4ccccc34)CC2)cc1	-8%	i	-0.9%	.	.	?	-4%	6%	2%
O=C(COC(=O)c1ccccn1)NNC(=O)c1ccc(Br)cc1	1%	i	-0.1%	-1%	5%	5%	16%	3%	-3%
Fc1cccc(CSc2nc3ncccc3[nH]2)c1	-1%	i	0.9%	18%	?	2%	4%	-4%	7%
Cc1nc(SCC(=O)NC(=O)NCc2ccccc2)nc(C)c1C	4%	i	-0.9%	6%	-9%	-9%	-9%	-7%	-4%

Some of the entries so far, with each value named:
Cc1ccc(NC(=O)CSC(C)C(=O)OC(C)C(=O)NC2CCCCC2C)cc1 (stereo not drawn)
  EPAC2 antag: -23%	ATXN viability: ?	Nrf2 activator: 0.3%	ATXN2 expr inh: .	Nrf2 inh: -14%	TGFb SMAD3 inh: -19%	MCF10A rerep: 1%	HepG2 tox: -14%	A549 viability: -3%
CSc1ccccc1NC(=O)CN(C)Cc1ccc(Br)cc1
  EPAC2 antag: -5%	ATXN viability: i	Nrf2 activator: 0.6%	ATXN2 expr inh: 40%[activator]	Nrf2 inh: ?	TGFb SMAD3 inh: 6%	MCF10A rerep: ?	HepG2 tox: 8%	A549 viability: 0%
CC1CCC(NC(=O)CN(C)S(=O)(=O)c2ccc3c(c2)CCC(=O)N3)CC1 (stereo not drawn)
  EPAC2 antag: 6%	ATXN viability: i	Nrf2 activator: -0.2%	ATXN2 expr inh: 5%	Nrf2 inh: -5%	TGFb SMAD3 inh: -15%	MCF10A rerep: 1%	HepG2 tox: -1%	A549 viability: 0%

Next section
SMILES	EPAC2 antag	ATXN viability	Nrf2 activator	ATXN2 expr inh	Nrf2 inh	TGFb SMAD3 inh	MCF10A rerep	HepG2 tox	A549 viability
CCC(OC(=O)c1ccco1)C(=O)NCc1ccc(OC)cc1 (stereo not drawn)	1%	i	-0.3%	-3%	-28%	10%	-6%	15%	0%
COCCN1Cc2cccc(C(=O)NCc3ccccn3)c2C1=O	6%	i	0.5%	-8%	2%	2%	1%	-9%	2%
COc1ccccc1Nc1nc(N)nc(CSc2nccn2C)n1	-4%	i	3.7%	24%	10%	-2%	-3%	1%	3%
Cc1cc(C)c(S(=O)(=O)N2CCCC(C(=O)NC3CC3)C2)c(C)c1 (stereo not drawn)	6%	i	0.7%	-3%	-8%	2%	-1%	-4%	1%
CC(C)C[C@H]1CN(CCCC[C@H]2CNC(=O)C(=O)N2CCc2ccccc2)C(=O)C(=O)N1Cc1ccccc1	-4%	i	-0.3%	-3%	.	.	.	.	.
C[C@@H]1CCCCO[C@@H](CN(C)Cc2ccncc2)[C@@H](C)CN([C@H](C)CO)C(=O)c2cc(NC(=O)c3ccccc3)ccc2O1	-6%	i	-0.2%	10%	.	-9%	.	-2%	.
CCCCn1nnnc1SCC(=O)c1ccc(C)c(C)c1	9%	i	-0.5%	12%	1%	0%	15%	-22%	1%
CC(NC(=O)COc1cccnc1[N+](=O)[O-])c1ccc(Cl)cc1 (stereo not drawn)	-6%	i	0.1%	3%	6%	-20%	5%	5%	-2%
Cc1ccc2nc(-c3ccccc3)c(-c3ccccc3)nc2c1	?	i	0.0%	29%	1%	-21%	?	-20%	1%
CC[C@@]12C(=O)N(c3cccc(Cl)c3)C(=O)N1[C@H](c1cccc(C)c1)[C@@H]1C(=O)N(Cc3ccccc3)C(=O)[C@@H]12	6%	i	-0.3%	-9%	-19%	-18%	2%	-18%	-9%
COc1cccc(NC(=O)C(=O)NCC2CCCN2S(=O)(=O)c2ccccc2)c1 (stereo not drawn)	-13%	i	3.3%	76%[activator]	7%	-10%	-16%	-12%	-6%
O=C(c1ccc([N+](=O)[O-])cc1)N(Cc1ccc(Br)cc1)N1C(=O)CCCC1=O	7%	i	0.5%	-7%	13%	0%	18%	4%	-9%
CCOC(=O)c1cccnc1SCc1cc(=O)n2ccccc2n1	2%	i	?	2%	-2%	-15%	8%	-13%	-6%
CSc1nc2ccc(NC(=O)C3CC(=O)N(Cc4ccco4)C3)cc2s1 (stereo not drawn)	1%	i	6.9%	4%	-3%	0%	15%	-2%	5%
CN(C)N1C(N)=C(C#N)C(c2ccc3c(c2)OCO3)C2=C1CC(C)(C)CC2=O (stereo not drawn)	-17%	i	-0.2%	5%	-10%	4%	-7%	6%	-5%
CCS(=O)(=O)c1ccc2oc(SCC(=O)c3c(N)n(C4CC4)c(=O)[nH]c3=O)nc2c1	7%	?	-0.9%	.	5%	0%	3%	-7%	3%
COc1ccc(C(C)NC(=O)c2cccc([N+](=O)[O-])c2)cc1OC (stereo not drawn)	6%	?	-0.6%	-7%	-5%	7%	-1%	15%	1%
O=C(Nc1cc(Cl)ccc1N1CCOCC1)C1CC1	-22%	i	-1.5%	5%	-2%	9%	-2%	-15%	-1%
CC(C)(C)CNC(=O)c1cc2c(Br)ccc(Br)c2nc1N	-2%	?	0.0%	-20%	.	.	.	.	.
Cc1ccccc1C(=O)N1CCC(C(=O)OCc2ccccc2Cl)CC1	-15%	i	0.0%	-9%	2%	-12%	-4%	-5%	3%
CC(C)OCCCNC(=O)c1c(N)n(/N=C/c2cccs2)c2nc3ccccc3nc12	24%	i	-0.6%	2%	24%	2%	8.2µM*	-5%	15%
COCc1cc(=O)n2[nH]c(C(F)(F)F)nc2n1	0%	i	-0.2%	-13%	4%	?	3%	-14%	-2%
CN(C(=O)c1ccc(NC(=O)C2CCCN(C(=O)OC(C)(C)C)C2)cc1)C1CC1 (stereo not drawn)	-7%	i	-0.1%	1%	-17%	-5%	1%	3%	-1%
CCCCNC(=O)C1(C)CCN1C(=O)c1cc(-c2ccccc2)cs1 (stereo not drawn)	4%	i	5.2%	20%	.	0%	.	-41%	.
CCOC(=O)CSc1ncnc2c1nnn2-c1ccc(F)cc1	1%	i	-0.3%	2%	21%	6%	25%	-29%	9%
CCN1C(=O)/C(=C/C2=Cc3ccccc3OC2C)SC1=S (stereo not drawn)	3%	.	-0.1%	15%	3%	-19%	?	-33%	1%
COc1ccc(CN2C(=S)NC(C)(C)CC2(C)O)cc1 (stereo not drawn)	11%	i	0.3%	-2%	8%	15%	10%	12%	16%
COCCn1c(SCC(=O)NC2(C#N)CCCCC2)nc2ccccc2c1=O	0%	i	-0.4%	-4%	2%	-17%	-1%	-16%	-10%
O=C(NCc1ccccc1)C1CCN(S(=O)(=O)c2cccc3cccnc23)CC1	-8%	i	0.3%	-2%	-8%	5%	1%	-1%	1%
Cc1ccc(C(c2sc3nc(C)nn3c2O)N2CCN(C(=O)c3ccco3)CC2)cc1 (stereo not drawn)	15%	i	0.1%	-4%	-4%	2%	0%	-3%	0%
CCc1ccc(CNC(=O)CN2C(=O)COc3ccccc32)cc1	17%	i	2.4%	1%	?	-2%	?	11%	7%

Screening data deposited in PubChem by National Center for Advancing Translational Sciences (NCATS).
